E coli Lon inh: E. coli protease La inhibition | P0A9M0 | purified E. coli Lon protease, fluorescence polarization | inhibition, % at 7.94 µM | actives 0.42% (n = 360,000) | AID 602123; in the data active = inhibition above about 13%, passing the limit was not always enough;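 also: 0% = enzyme with probe and DMSO and 100% = no enzyme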
Target sequence (P0A9M0 whole entry, looked up): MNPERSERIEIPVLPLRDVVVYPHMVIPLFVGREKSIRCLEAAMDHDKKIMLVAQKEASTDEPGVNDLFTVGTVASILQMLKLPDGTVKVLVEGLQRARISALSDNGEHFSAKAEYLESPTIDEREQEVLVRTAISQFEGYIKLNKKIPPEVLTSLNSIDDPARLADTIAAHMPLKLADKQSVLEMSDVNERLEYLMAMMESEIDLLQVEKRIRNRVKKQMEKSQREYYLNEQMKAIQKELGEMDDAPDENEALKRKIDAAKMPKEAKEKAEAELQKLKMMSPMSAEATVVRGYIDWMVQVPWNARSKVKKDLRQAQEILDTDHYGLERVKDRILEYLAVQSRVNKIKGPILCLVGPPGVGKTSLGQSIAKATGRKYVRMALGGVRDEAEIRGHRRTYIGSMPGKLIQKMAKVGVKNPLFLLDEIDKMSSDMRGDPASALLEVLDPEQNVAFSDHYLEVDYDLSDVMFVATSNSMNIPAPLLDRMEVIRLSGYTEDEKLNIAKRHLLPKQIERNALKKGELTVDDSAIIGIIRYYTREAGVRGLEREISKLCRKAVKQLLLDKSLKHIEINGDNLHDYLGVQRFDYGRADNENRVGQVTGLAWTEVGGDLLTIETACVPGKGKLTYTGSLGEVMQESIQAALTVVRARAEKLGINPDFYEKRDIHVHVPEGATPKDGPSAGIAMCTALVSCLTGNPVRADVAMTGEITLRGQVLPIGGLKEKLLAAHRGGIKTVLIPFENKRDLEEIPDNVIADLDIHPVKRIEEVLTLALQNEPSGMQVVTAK
PABP1 MLLE inh: inhibitors of microRNA-mediated deadenylation, human PABP1 MLLE binding; GST-MLLE / FITC-PAM2 fluorescence polarization; inhibition, % at 20 µM; actives 0.36% (n = 360,000); AID 588489; in the data active = inhibition above about 35%, passing the limit was not always enough;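 also: plate controls were DMSO wells with GST-MLLE for no effect and wells lacking GST-MLLE protein for full effect; some results filed as inactive read as strong as hits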
FAS TE block: FAS thioesterase (human) inhibition | AID 602261 | recombinant FAS-TE, OMFH fluorogenic substrate, fluorescence endpoint | actives 0.67% (n = 360,000) | inhibition, % at 15 µM;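 active = compounds whose normalised, plate-corrected inhibition of enzyme fluorescence in the single-dose primary screen is 50% or more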;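 also: 0% = DMSO with enzyme and 100% = substrate without enzyme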
MsrA inhibitor: inhibitors of bovine MsrA; purified bovine MsrA, absorbance read-out; inhibition, % at 15.5 µM; actives 0.75% (n = 360,000); AID 651718; in the data active = inhibition above about 4.5%;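 also: 0% = vehicle wells with enzyme and 100% = reference inhibitor wells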
CSN deneddyl inh: CSN deneddylation inhibition | actives 0.38% (n = 360,000) | AID 651999 | Purified CSN, SCF-Nedd8-OG deneddylation, fluorescence polarization | inhibition, % at 12.5 µM | Q92905;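 active = pattern-corrected inhibition above about 35%, with an unprinted fluorescence ratio check between 0.5 and 1.5, limit read from the data, passing the limit was not always enough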;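 also: 0% = enzyme with substrate and 100% = substrate without enzyme; some results filed as inactive read as strong as hits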
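Assay system: purified human Csn5 enzyme expressed in HEK293T cells; measure: % inhibition; also added: SCFSkp2-Nedd8OG substrate at 10 nM final; technique: fluorescence polarization; times: reaction 90 min, room temperature; medium: Tris buffer pH 7.5, NaCl, DTT, Tween-20, trehalose, ovalbumin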
Rpn11 inh: blocks the human proteasome subunit Rpn11; O00487; AID 588493; actives 0.59% (n = 360,000); human 26S proteasome, Ub4-pepOG fluorescence polarization; 20S core pre-blocked with epoxomicin; calls only at 20 µM;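 active = inhibition at 20 µM, scaled to each plate's controls, above about 33%, limit read from the data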
Target sequence (O00487 whole entry, looked up): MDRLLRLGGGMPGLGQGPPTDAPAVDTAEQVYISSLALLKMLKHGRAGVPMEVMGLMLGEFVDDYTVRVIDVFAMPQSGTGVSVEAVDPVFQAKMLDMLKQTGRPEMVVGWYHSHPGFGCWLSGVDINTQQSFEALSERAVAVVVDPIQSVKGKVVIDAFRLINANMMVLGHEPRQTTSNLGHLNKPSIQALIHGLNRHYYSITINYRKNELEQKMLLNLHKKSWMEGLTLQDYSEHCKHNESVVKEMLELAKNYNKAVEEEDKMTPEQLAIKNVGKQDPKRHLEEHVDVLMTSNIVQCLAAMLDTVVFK
Rin1-Abl PPI inh: blocks binding of human Rin1 to Abl; TR-FRET Rin1/Abl binding, biochemical; inhibition, % at 7.35 µM; actives 0.4% (n = 360,000); P00519+Q13671; in the data active = inhibition above about 5%, passing the limit was not always enough
bovine MsrA act: activates bovine MsrA enzyme. purified bovine MsrA, absorbance read-out. activation, % at 10.6 µM. actives 0.3% (n = 360,000); in the data active = activation above about 7.5%;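 also: 0% = vehicle and 100% = reference activator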
MT1-MMP act inh: MT1-MMP (human) activation inhibition; AID 651647; actives 0.061% (n = 360,000); HT1080 RFP-PRO-GFP cells, GFP/RFP ratio fluorescence, overnight; percent of plate control window, DMSO zero; GFP/RFP ratio change, % at 20 µM;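 active = GFP/RFP ratio change of at least 30% with cell ATP level not reduced by more than half and red fluorescence within 50% of control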; also: strong numbers were not always called active
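system = RFP-PRO-GFP reporter HT1080 cells | dosing = 20 µM single dose, 1% DMSO | timing = overnight cell settling, then overnight compound exposure, 37 °C, 5% CO2 | read-out basis = GFP/RFP fluorescence ratio | controls = DMSO and RFP-L50D-GFP cell wells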
* = called active by the depositor; i = inactive; · = not tested or not shown.

SMILES	E coli Lon inh	PABP1 MLLE inh	FAS TE block	MsrA inhibitor	CSN deneddyl inh	Rpn11 inh	Rin1-Abl PPI inh	bovine MsrA act	MT1-MMP act inh
CCOc1cc(/C=N/N=C2/NC(=O)C(CC(=O)O)S2)ccc1OCc1ccc(Cl)cc1 (configuration not stated)	-10	-68	-5	3.4	4	i	5	-7	0
COC(=O)c1ccc(CNC(=O)Cn2cnc(C(=O)Nc3ccc(C)c(C)c3)n2)cc1	-4	7	-10	-1.2	3	i	-2	-5	2
Cc1ccnc(NS(=O)(=O)c2ccc(NC(=O)CCOc3ccccc3)cc2)n1	0	-6	-6	-1.2	3	i	-1	-1	-1
O=[N+]([O-])c1ccccc1S(=O)(=O)N(CC(O)CN1CCCCC1)c1ccccc1 (configuration not stated)	11	9	-2	0.4	0	i	0	-1	-5
O=C(NCN1C(=O)C2C3C=CC(C3)C2C1=O)Nc1cccnc1 (configuration not stated)	5	15	-5	-0.1	0	i	2	2	-1
CC(C(N)=O)N1C(=O)NC2(CCCc3ccccc32)C1=O (configuration not stated)	3	-9	-1	1.9	2	i	-2	-2	-2
CCOc1ccc(-n2cnnn2)cc1S(=O)(=O)NC1CC1	-7	12	-3	0.4	1	i	0	-3	-3
Cc1cccc(NC(=O)c2cc(S(=O)(=O)N3CCCCC3)ccc2Cl)n1	3	6	4	-0.3	-1	i	1	12*	1
COc1ccc(CN2C3CCCC2CC(NC(=O)c2cccc(F)c2)C3)cc1 (configuration not stated)	-17	0	-6	0.2	6	i	0	-2	9
O=C(CCc1nnc2ccc(N3CCC4(CC3)OCCO4)nn12)N1CCCCC1	5	12	-8	-0.3	-4	i	-1	-2	-3
CC(=O)Nc1ccc(S(=O)(=O)Nc2nc3ccccc3nc2N2CCc3ccccc3C2)cc1	-12	10	5	2.8	-2	i	-3	-4	3
O=C(CC(=O)NN=Cc1ccc2c(c1)CCC2)NN=Cc1ccc2c(c1)CCC2	-6	-6	-3	0.2	-3	i	-1	-4	7
CCOC(=O)C1=CCN(S(=O)(=O)c2ccccc2F)C1c1cccc(F)c1 (configuration not stated)	-8	-1	6	0.7	0	i	2	-2	5
Cc1ccc(C)n1-c1cccc(C(=O)Nc2ccccc2)c1	2	4	-7	0.3	4	i	-1	-1	-1
CC1CCc2c(C(=O)NCCN3CCOCC3)csc2C1 (configuration not stated)	-1	-1	-12	0.9	1	i	3	-11	1
Cc1ccc(NC(=O)CN(C)S(=O)(=O)c2cccs2)cc1C	-5	-2	-3	0.0	1	i	2	-1	6
COc1ccc(-c2c(C(F)(F)F)oc3c(CN4CCN(C)CC4)c(O)ccc3c2=O)cc1	-12	2	-4	3.4	-5	i	0	-3	4
CCCn1c2ccccc2c2nnc(SCC(=O)OCC)nc21	-8	6	2	0.2	2	i	-4	-13	2
CC(C)c1ccc(NC2CCCN(C(=O)CCN3CCCC3=O)C2)cc1 (configuration not stated)	3	-24	-3	0.4	-1	i	1	-5	-2
COc1ccccc1N1CCN(c2cc(=O)n(-c3ccc(Br)cc3)c(=O)[nH]2)CC1	4	-1	-8	0.8	4	i	-6	-4	-1

Some of these compounds in order of molecular weight, high to low:
SMILES	E coli Lon inh	PABP1 MLLE inh	FAS TE block	MsrA inhibitor	CSN deneddyl inh	Rpn11 inh	Rin1-Abl PPI inh	bovine MsrA act	MT1-MMP act inh
COc1ccc(-c2c(C(F)(F)F)oc3c(CN4CCN(C)CC4)c(O)ccc3c2=O)cc1	-12	2	-4	3.4	-5	i	0	-3	4
CCOC(=O)C1=CCN(S(=O)(=O)c2ccccc2F)C1c1cccc(F)c1 (configuration not stated)	-8	-1	6	0.7	0	i	2	-2	5
O=C(CC(=O)NN=Cc1ccc2c(c1)CCC2)NN=Cc1ccc2c(c1)CCC2	-6	-6	-3	0.2	-3	i	-1	-4	7
Cc1ccc(NC(=O)CN(C)S(=O)(=O)c2cccs2)cc1C	-5	-2	-3	0.0	1	i	2	-1	6
CCCn1c2ccccc2c2nnc(SCC(=O)OCC)nc21	-8	6	2	0.2	2	i	-4	-13	2
CC1CCc2c(C(=O)NCCN3CCOCC3)csc2C1 (configuration not stated)	-1	-1	-12	0.9	1	i	3	-11	1
Cc1ccc(C)n1-c1cccc(C(=O)Nc2ccccc2)c1	2	4	-7	0.3	4	i	-1	-1	-1

More entries follow:
SMILES	E coli Lon inh	PABP1 MLLE inh	FAS TE block	MsrA inhibitor	CSN deneddyl inh	Rpn11 inh	Rin1-Abl PPI inh	bovine MsrA act	MT1-MMP act inh
Oc1ccc(Nc2nc(-c3ccccc3F)nc3ccccc23)cc1	17*	1	0	0.9	2	i	0	-2	-5
FC(F)(F)c1nc2nncn2c2c1CCCCC2	6	5	-3	1.1	-1	i	-1	-1	-2
O=C(Nc1c(C(=O)N2CCN(c3ccccn3)CC2)oc2ccccc12)c1ccc([N+](=O)[O-])cc1	-8	10	25	-0.1	1	i	2	0	4
CCOc1ccc(NC(=O)Nc2cccc(C(=O)O)c2)cc1	-2	-6	-6	0.9	-1	i	0	-2	1
CCCC(=O)Nc1ccc(NC(=O)C23CC4CC(CC(C4)C2)C3)cn1	2	-4	-3	0.3	0	i	-6	-1	-3
COc1cc(OC)cc(C(=O)OCc2cc3ccccc3[nH]c2=O)c1	23*	-12	-1	-0.7	-5	i	-2	-1	-3
COc1cc(CN2CC(=O)N(c3ccc(C)c(Cl)c3)C2=S)cc(OC)c1OC	1	15	10	0.0	-4	i	-1	-3	-3
O=C(CCSCc1ccc(Cl)cc1)NCc1cccnc1	3	10	0	-0.9	-10	i	3	-1	-2
COc1ccc(NC(=O)C(OC(=O)Cn2cnc3c2c(=O)n(C)c(=O)n3C)c2ccccc2)cc1Cl (configuration not stated)	-19	-14	15	-1.2	0	i	-1	-1	6
C=CCN(c1ccccc1)S(=O)(=O)c1ccc2c(c1)N(C(C)=O)CCO2	-13	5	-2	0.9	2	i	0	-1	-3
COc1cc(OC)cc(C(=O)NC2=NCCS2)c1	-1	15	-9	1.1	1	i	3	-6	-4
Cc1ccccc1NC(=O)c1ccc2snnc2c1	1	9	1	0.1	-3	i	-3	1	22
COc1cccc(OCC(=O)NNC(=O)c2ccc3ccccc3c2)c1	-5	6	-7	0.3	5	i	0	-3	-1
Cc1ccc2nc(C)c(C(=O)N/N=C/c3cccc([N+](=O)[O-])c3)cc2c1	11	-2	16	1.7	2	i	-1	-2	1
CC(C)(C)C(=O)NC(c1ccccc1)c1c(O)ccc2ccccc12 (configuration not stated)	-5	4	6	-0.1	2	i	2	1	-9
COc1ccc(-c2nc(CS(=O)(=O)CC(=O)NCc3cccc(F)c3)c(C)o2)cc1	-7	7	2	-0.9	15	i	-3	-5	6
O=C(O)c1ccc(Cl)c(N2C(=O)Nc3ccccc3N2O)c1	-5	-3	-6	1.3	2	i	5	-1	-1
Cc1ccc2[nH]c(=O)c(CN3CCCCC3)c(-c3ccccc3)c2c1	-1	6	3	0.2	6	i	8	-4	-4
Nc1nc(=S)[nH]c2c1C1(CCCCC1)Cc1ccccc1-2	6	4	-2	-0.6	4	i	-3	-12	-23
Cc1ccc2cc(CN(CC3CCCO3)C(=S)NCc3ccco3)c(=O)[nH]c2c1C (configuration not stated)	-6	-98	10	1.6	7	i	-2	-5	-4
COC(=O)c1sccc1NC(=S)N1CCN(c2cc(C)ccc2C)CC1	3	-28	26	1.5	0	i	-6	-7	-7
N/C(=N\OC(=O)c1cccc(Br)c1)c1ccccn1	1	24	-3	1.8	1	i	-1	-4	-4
Cc1ccc(S(=O)(=O)NCC(=O)N(CCc2ccccc2)CC(=O)NCc2ccco2)cc1	-7	11	3	-0.4	1	i	2	-2	1
O=C1NC(=O)/C(=C/c2cc3c(cc2Br)OCO3)S1	8	-11	0	3.0	0	i	1	-4	6
CCCCNc1c(-c2ccc(OC)c(SC3CCCCC3)c2)nc2cnccn12	-22	-17	37	·	9	i	2	-2	-27
CC(=O)Nc1ccc(NC(=O)CCCn2cnc3ccccc3c2=O)cc1	-5	10	-4	1.1	2	i	0	-1	0
CCOC(=O)CSc1nc(NC#N)nc(N(CC)CC)n1	2	-4	-8	0.1	2	i	-3	-3	-7
CC1CCN(C2CC(=O)N(c3ccc(Br)cc3Br)C2=O)CC1 (configuration not stated)	-5	14	2	-0.6	1	i	-2	-5	-2
Cc1ccc2c(c1)C1CN(C)CCC1N2C(=O)c1ccccc1NS(=O)(=O)c1cccc(C(F)(F)F)c1 (configuration not stated)	0	-5	9	0.3	-4	i	4	-6	-1
CN(C)c1ccc(/C=N/NC(=O)CCCO)cc1	2	3	-7	5.9*	-7	i	2	-7	-4
Fc1ccc(CSc2nnc3ccc(-c4ccncc4)nn23)cc1	9	6	-6	0.5	2	i	4	-6	1
CC1CN/C(=C\C(=O)c2ccc(Br)cc2)C(=O)N1 (configuration not stated)	2	1	-11	0.4	0	i	-3	-3	-1
CC(C)(C)OC(=O)C[C@@H]1C/C=C\C[C@@H](CC(=O)N[C@H](CO)Cc2ccccc2)C(=O)N2CCC[C@@H]2COC1=O	-3	-3	-2	0.8	-4	i	7	-2	0
CN(CC1CCOCC1)C(=O)CC1C(=O)NCCN1Cc1ccc(F)c(F)c1 (configuration not stated)	4	3	-2	1.6	0	i	6	-3	-4
CCCCN(C)CCCNC(=O)Cn1cc2c(n1)-c1c(oc(C(=O)N3CCCC3)c1C)CC2	-7	-10	-3	-0.1	0	i	-4	-1	1
COc1cccc(NC(=O)CN(C)C(=O)c2cccc(S(=O)(=O)N3c4ccccc4CC3C)c2)c1 (configuration not stated)	2	-37	12	-0.1	3	i	2	4	-9
O=C(Nc1nnc(Cc2ccccc2)s1)c1ccccc1	-4	-1	-4	0.1	1	i	0	-2	3
Cc1ccc(C(=O)OCC(=O)Nc2c(Cl)cc(S(N)(=O)=O)cc2Cl)o1	-2	-29	-1	-0.2	1	i	1	-3	1
CC(NC(=O)CSc1nnc(COc2ccccc2)o1)c1ccccc1 (configuration not stated)	-6	3	-3	-1.1	2	i	0	-1	4
Cc1cccc(C)c1NC(=O)CN1C(=O)NC(C)(C2CC2)C1=O (configuration not stated)	-12	-3	-6	1.0	2	i	2	1	0
Cc1nnc2ccc(-c3cccc(NS(=O)(=O)c4ccccc4Cl)c3)nn12	1	15	-9	-0.1	1	i	-1	-7	13
Cc1ccc(C)c(OCC(=O)NCC(c2ccco2)N2CCCCC2)c1 (configuration not stated)	-6	-10	-2	0.3	-1	i	6	-6	-2
CCOC(=O)c1sc(NC(=O)c2ccco2)nc1-c1ccccc1	3	1	1	1.3	1	i	-2	-3	-4
COc1ccc(/C=C(\NC(=O)c2ccco2)C(=O)N2CCCCC2)cc1	2	-11	-2	3.8	-1	i	0	-3	2
COc1ccc(OC)c(C(=O)COC(=O)c2cccnc2Cl)c1	-3	-1	-1	0.0	-3	i	0	-1	0
Cc1ncoc1C(=O)N1CCCC(CCC(=O)NCc2ccccc2F)C1 (configuration not stated)	1	5	-2	-0.7	0	i	0	0	3
CCCCN(C(=O)Cn1nnc2ccccc21)C(C(=O)NCCOC)c1ccc(OC)cc1 (configuration not stated)	-4	-3	-8	-1.1	-1	i	-1	-5	4
Clc1ccc(/C=N/Nc2ccccn2)cc1	-10	-12	-7	4.5	1	i	2	-3	2
O=C(O)c1ccccc1S(=O)(=O)NCC(O)COC1CCCCC1 (configuration not stated)	-3	15	-4	-0.8	-1	i	-1	1	-1

Bioassay records from PubChem.
